# Epigenetic derep: Quantitative High-Throughput Screen for Regulators of Epigenetic Control; murine LDR cells, GFP reporter derepression, 30 h; Potency, µM (doses to about 53.9 µM), inactives show top-dose GFP activation, usual class: activators; 280,000 compounds, 0.2% hits; active means well fitted activation curve with a large enough effect; inconclusive means small, poorly fitted or top-dose-only effect; further: % of control where 0% means no effect; nearly all actives have a fitted effect of over 60% in size
#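 Derepression of a silenced CMV-GFP reporter in murine LDR cells is scored by enumerating GFP-positive cells with a laser-scanning microplate cytometer after 30 hours of treatment at 37 C.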
# Numbers without * were called inactive; ? = inconclusive. Potency means the concentration at half of the fitted maximal effect. Not all compounds are listed; the hit share may differ from the screen's.
cpd	Structure	Epigenetic derep
1	Cc1cccc(C)c1Nc1c(-c2ccccc2Cl)nc2cnccn12	3.9%
2	Cc1ccc(-c2noc(CNC(=O)c3ccccc3)n2)cc1	-0.8%
3	CCc1ccc(S(=O)(=O)c2nnn3c2nc(Nc2cc(OC)cc(OC)c2)c2cc(Cl)ccc23)cc1	0.0%
4	CCn1c(CNC(=O)c2ccc(OC)cc2)nnc1SCC(=O)Nc1ccc(OC)cc1	0.0%
5	COc1ccc2c(c1)c1c(c(=O)n(-c3ccccc3)c(=O)n1CC(=O)NCCC1=CCCCC1)n2C	3.2%
6	Cc1ccccc1Cn1cc(S(=O)(=O)c2ccc(F)cc2)c(=O)c2cc3c(cc21)OCO3	11.2%
7	Cc1ccccc1-n1c(SCC(=O)Nc2ccc(Cl)cc2Cl)nc(O)cc1=O	0.8%
8	Cc1ccc(CC(=O)N(Cc2nc(-c3ccc(C)cc3)no2)C(C)C)cc1	-1.1%
9	Cc1cc(C)cc(NC(=O)CCS(=O)(=O)c2ccc3nc(C)sc3c2)c1	-1.0%
10	O=C(Nc1cc(C(F)(F)F)ccc1Cl)c1noc2c1CCCCC2	-0.1%
11	CCCn1c(CCC(=O)Nc2cccc(CC)c2)nc2cccnc21	-1.1%
12	Cc1cc(-c2nc3ncccc3o2)ccc1NC(=O)c1ccccc1Br	0.0%
13	Cc1ccc2c(CC(=O)Nc3ccc(S(=O)(=O)Nc4nc(C)cc(C)n4)cc3)coc2c1	0.8%
14	COc1ccc(NC(=O)C2CCN(S(=O)(=O)c3ccc4[nH]c5c(c4c3)CCCCC5)CC2)cc1	15.2%
15	O=C(Nc1ccc2oc(-c3cccnc3)nc2c1)c1ccccc1F	?
16	CCOc1ccc(C(=O)c2cn(CC(=O)Nc3cc(OC)cc(OC)c3)c3ccc(F)cc3c2=O)cc1	7.8%
17	O=C(Cn1nc(Cc2cccnc2)c2ccccc2c1=O)Nc1ccc(F)c(Cl)c1	-2.5%
18	Cc1ccc2c(c1)c1c(c(=O)n(-c3ccccc3C)c(=O)n1CC(=O)NCCC1=CCCCC1)n2C	2.2%
19	CCN(C(=O)c1cc2c(Cl)nc3ccc(C)cc3c2s1)c1cc(OC)ccc1OC	-0.8%
20	COc1ccc(C(=O)/C=C/c2cn(CC(O)CN(CC(C)C)CC(C)C)c3ccccc23)cc1 (stereo unspecified)	?
21	CCCCN1C(=O)C(O)(CC(=O)c2ccc(CC)cc2)c2cc(Br)ccc21 (stereo unspecified)	?
22	CCc1ccccc1NC(=O)CCC(=O)N1CC(C)Oc2ccc(C)cc21 (stereo unspecified)	-3.4%
23	Cc1c(CC(=O)N2CCCCC2)c(=O)oc2cc3occ(C(C)(C)C)c3cc12	-2.5%
24	COc1ccc(Cl)cc1NC(=O)Nc1c[nH]c(=O)[nH]c1=O	-2.6%
25	CCCN(C(=O)c1cn(CC(C)C)c(=O)c2cc(OC)c(OC)cc12)c1cccc(C)c1	7.6%
26	COc1ccccc1N1CCN(CCC(=O)Nc2cccc(F)c2)CC1	-1.6%
27	CCOc1ccccc1NC(=O)c1c(NC(=O)COc2ccccc2)sc2c1CCCC2	-1.6%
28	CCOC(=O)c1c(C)[nH]c(C)c1S(=O)(=O)N1CCC(C(=O)NCc2ccc(C)cc2)CC1	-3.4%
29	COc1cccc(-c2cc(C(F)(F)F)nc(-n3nc(C)c(Br)c3C)n2)c1	-0.9%
30	Cc1cc(Nc2ccc(C(=O)O)c(O)c2)n2ncnc2n1	-1.6%
31	Cc1cc2oc(C(=O)N(Cc3ccc(N(C)C)cc3)CC3CCCO3)c(C)c2cc1Cl (stereo unspecified)	2.4%
32	Cc1cc(-c2ccc(C)c(S(=O)(=O)NC(c3cccs3)C(C)C)c2)on1 (stereo unspecified)	-2.4%
33	CCOC(=O)C1CCN(c2c(C(=O)c3ccc(OCC)cc3)cnc3ccc(OC)cc23)CC1	-1.6%
34	Cc1c(C)n(Cc2ccc(Cl)cc2)c2ccc(C(=O)N3CCN(c4ccccc4F)CC3)cc12	-0.1%
35	Cc1cccc(C)c1NC(=O)Cn1c(=O)n(Cc2ccco2)c(=O)c2ccc(C(=O)NC3CCCC3)cc21	-0.8%
36	COc1cccc(NC(=O)C2CCN(S(=O)(=O)c3c(C)noc3C)CC2)c1	2.7%
37	Cc1cc([N+](=O)[O-])ccc1NC(=O)CSc1nccn1C	2.2%
38	CCOc1ccc(/C=C/c2nc(C#N)c(Nc3ccc(OC)cc3)o2)cc1	?
39	COc1ccc(N2CCN(C(=O)CSc3c4c(nc5ccc(Cl)cc35)CCCC4)CC2)cc1	-2.9%
40	Cc1ccc(CCNC(=O)CCCn2nc(C)c3c(C)n(-c4ccc(C)cc4)nc3c2=O)cc1	2.7%
41	COc1ccc(Cn2c(=O)n(Cc3ccco3)c(=O)c3oc4ccccc4c32)cc1	2.5%
42	CCCCN(CC)CCCNC(=O)Cn1nc(CC)n2c(cc3sccc32)c1=O	4.2%
43	CCn1cc2nc(SCC(=O)Nc3cc(OC)cc(OC)c3)n(Cc3ccc(Cl)cc3)c(=O)c2n1	2.7%
44	COc1ccc2c(CNCc3cccs3)c(C(=O)O)n(Cc3ccccc3C)c2c1	0.6%
45	COc1ccc(-c2cc(C(F)(F)F)n3nc(C(=O)Nc4sc5c(c4C(=O)OC(C)C)CCC(C)C5)cc3n2)cc1 (stereo unspecified)	-0.8%
46	Cc1ccccc1-c1nc2c3c(-c4ccccc4)c(-c4ccccc4)oc3ncn2n1	-1.6%
47	CCN(CC)CCCNC(=O)CCc1c(C)n(CC)c2cc(-c3ccccc3OC)nn2c1=O	-1.1%
48	CCc1ccccc1NC(=O)C1CCN(S(=O)(=O)c2ccccc2)CC1	-0.7%
49	CC(=O)N1c2c(cc(Br)cc2S(=O)(=O)N2CCN(c3ccccc3)CC2)CC1C (stereo unspecified)	0.0%
50	Cc1ccc(-c2c(C)n3c4c(=O)n(C)c(=O)n(C)c4nc3n2-c2cccc(O)c2)cc1	1.1%
51	COC(=O)c1ccccc1NC(=O)c1c(NC(=O)c2ccco2)sc2c1CCC(C(C)(C)C)C2 (stereo unspecified)	-1.5%
52	CCCn1c(SCc2nc(-c3ccc(OC)cc3OC)no2)nnc1-c1ccc(Cl)cc1	-1.9%
53	COc1ccccc1CCNC(=O)CCc1c(C)c2cc3c(C)coc3cc2oc1=O	0.0%
54	C=CCC(CC=C)(CNC(=O)C(=O)Nc1ccc(C)cc1)c1ccccc1	1.5%
55	CC1=C(c2ccc(C)cc2)S(=O)(=O)NC1=NCCCN1CCN(c2cc(C)ccc2C)CC1	-1.9%
56	COc1ccc(CNC(=O)Cc2c(C)c3c(cc(C)c4c(C)c(C)oc43)oc2=O)cc1	0.3%
57	Cc1ccc(-c2nc3sccn3c2Nc2ccccc2C)cc1	-0.9%
58	COCCCNC(=O)Cn1cnc2sc(C)c(S(=O)(=O)N3CCC(C)CC3)c2c1=O	-0.4%
59	Clc1ccccc1Cn1c(-c2cccs2)nc2ccccc21	0.1%
60	Cc1cc(C)cc(Nc2nc3ccccc3nc2-n2nc(C)cc2C)c1	-3.1%

# Exported as labelled records: four of the compounds above
54: C=CCC(CC=C)(CNC(=O)C(=O)Nc1ccc(C)cc1)c1ccccc1
  Epigenetic derep: 1.5%

55: CC1=C(c2ccc(C)cc2)S(=O)(=O)NC1=NCCCN1CCN(c2cc(C)ccc2C)CC1
  Epigenetic derep: -1.9%

56: COc1ccc(CNC(=O)Cc2c(C)c3c(cc(C)c4c(C)c(C)oc43)oc2=O)cc1
  Epigenetic derep: 0.3%

57: Cc1ccc(-c2nc3sccn3c2Nc2ccccc2C)cc1
  Epigenetic derep: -0.9%

# Remaining list, next part
cpd	Structure	Epigenetic derep
61	CN1C(=O)Cc2cc(S(=O)(=O)CCC(=O)Nc3cccc(C(F)(F)F)c3)ccc21	-0.5%
62	O=C(Cn1c(=O)n(Cc2ccc(C(=O)NCc3ccc4c(c3)OCO4)cc2)c(=O)c2ccccc21)Nc1ccccc1F	-0.9%
63	Cc1ccc(-n2nnc3c(sc4nc(C)c(C)cc43)c2=O)cc1Cl	1.7%
64	O=C(Nc1cccc(Br)c1)N1CCN2CCCCC2C1 (stereo unspecified)	-1.4%
65	COc1ccc(NC(=O)CCS(=O)(=O)c2nc(-c3cccs3)cc(C(F)(F)F)n2)cc1OC	-1.8%
66	COc1ccc(CNC(=O)c2ccc(Cn3c(=O)c4cccn4c4cccnc43)cc2)cc1OC	12.6%
67	Cc1ccc(C)c(N2CCN(C(=O)C(C)n3c(C)c4cnn(-c5ccccc5)c(=O)c4c3C)CC2)c1 (stereo unspecified)	5.8%
68	CNS(=O)(=O)c1cn(CC(=O)N2CCN(c3cc(C)ccc3C)CC2)cc1S(=O)(=O)NC	-5.7%
69	CCc1ccccc1Nc1nn2c(=O)c3ccc(C(=O)Nc4cc(C)cc(C)c4)cc3nc2s1	5.5%
70	CCn1c(C)c(C)c2cc(C(=O)N3CCN(c4ccccc4)CC3)ccc21	0.7%
71	Cc1cc(F)ccc1Nc1nc2ccccc2n2nnnc12	7.2%
72	CCCN(CCC)CCNC(=O)CN1C(=O)COc2ccc(S(=O)(=O)N3CCC(C)CC3)cc21	-0.1%
73	Cc1cc(C)c2c(=O)cc(C(=O)NCCc3ccc(S(N)(=O)=O)cc3)oc2c1	0.0%
74	CCOC(=O)c1cc2c(=O)n3ccccc3nc2n(Cc2ccco2)c1=NC(=O)c1ccccc1Br	6.3%
75	O=C1CN(C(=O)c2ccccc2C(F)(F)F)C(c2ccccc2)c2cc(F)ccc2N1 (stereo unspecified)	3.9%
76	Cc1ccc(CNC(=O)c2ccc3c(c2)N(Cc2ccccc2Cl)C(=O)CS3)cc1	-1.8%
77	COc1cc(NC(=O)CCN2CCN(c3ccccc3)CC2)cc(OC)c1	-1.6%
78	CC1CCCc2sc3nc(SCC(=O)c4ccc(Br)cc4)nc(N)c3c21 (stereo unspecified)	1.0%
79	Cc1ccccc1-c1nnc(CN2CCN(c3cc(Cl)ccc3C)CC2)o1	0.0%
80	COC(=O)c1cc(NC(=O)Cn2nc(C)n3cccc3c2=O)cc(C(=O)OC)c1	-0.3%

# Given as labelled records: 2 of the compounds above
33. CCOC(=O)C1CCN(c2c(C(=O)c3ccc(OCC)cc3)cnc3ccc(OC)cc23)CC1
  Epigenetic derep = -1.6%

2. Cc1ccc(-c2noc(CNC(=O)c3ccccc3)n2)cc1
  Epigenetic derep = -0.8%

# (more compounds)
cpd	Structure	Epigenetic derep
81	COc1ccc(-n2nc(C(=O)Nc3cccc(C)n3)c3c4ccccc4n(C)c3c2=O)cc1	2.8%
82	O=C(NC1(C(F)(F)F)NC(=O)N(CCc2ccccc2)C1=O)c1ccccc1F (stereo unspecified)	0.0%
83	Cc1oc2cc3oc(=O)c(CC(=O)NCc4ccccc4)c(C)c3cc2c1C	-1.5%
84	CCCN1C(=O)c2[nH]nc(-c3ccc(F)cc3)c2C1c1ccc(O)c(OCC)c1 (stereo unspecified)	-2.5%
85	Cc1ccc(C)c(Cn2c(=O)n(CCC(=O)NCc3ccc4c(c3)OCO4)c(=O)c3sccc32)c1	?
86	COc1cc2c(cc1OC)n(CC(=O)Nc1ccc(C)cc1C)c(=O)n1nc(-c3ccccc3)nc21	-1.8%
87	O=S(=O)(c1ccccc1)c1nnn2c1nc(NC1CCCCCC1)c1sccc12	4.1%
88	Cc1ccc2cccc(NC(=O)c3cccc4c(Cl)cccc34)c2n1	-1.1%
89	COc1ccc(-c2cc(C)no2)cc1S(=O)(=O)NC(C)C	1.6%
90	COc1ccc(NC(=O)CN2C(=O)C(c3ccc(C(C)(C)C)cc3)=NC2(C)C)cc1Cl	2.8%
91	O=C(Cn1c(=O)n(Cc2ccc3c(c2)OCO3)c(=O)c2oc3ccccc3c21)Nc1ccc(F)cc1	-0.4%
92	COCCCNC(=O)c1[nH]c2cc(OC)ccc2c1Sc1ccc(C)cc1	-4.7%
93	CCCc1cc(=O)[nH]c(Nc2ccccc2O)n1	?
94	O=C1CC(c2ccccc2)Sc2ccccc2N1Cc1ccccc1F (stereo unspecified)	0.0%
95	Cc1ccsc1CN(C(=O)c1oc2ccc(Br)cc2c1C)C1CCS(=O)(=O)C1 (stereo unspecified)	-1.9%
96	CCN(CC)c1cc(C)nc2nc(-c3ccc(C)cc3)nn12	1.9%
97	O=C(Cn1cc(SCc2cccc(F)c2)c2ccccc21)N1CCCC1	0.4%
98	COc1ccc(N2CCN(C(=O)c3cnn(-c4ccc(F)cc4)c3-n3cccc3)CC2)cc1	-1.7%
99	Cc1ccc(Sc2c(C)nn(C(=O)c3ccc(Cl)cc3)c2C)cc1	-1.3%
100	CCN(C(=O)Cn1c(=O)oc2cc(S(=O)(=O)N3CCCCC3)ccc21)c1ccccc1	0.0%
101	Cc1ccc2c(Sc3ccc(Cl)cc3)c(C(=O)NCCC(C)C)[nH]c2c1	-0.2%
102	CCc1ccc(N(CC)C(=O)Cn2c(=O)oc3ccccc32)cc1	0.3%
103	Cc1ccc(-n2c(C)nc3c(cnn3-c3ccccc3C)c2=O)cc1F	-4.5%
104	CC(C)CCn1c(=O)c2cccnc2n(CC(=O)Nc2ccccc2)c1=O	0.0%
105	COCCN1C(=O)c2[nH]nc(-c3c(C)cc(C)cc3O)c2C1c1cccc(O)c1 (stereo unspecified)	1.7%
106	CCc1ccc(NC(=O)c2cc3sc(Cl)cc3n2C)cc1	0.8%
107	CCOc1ccc(NC(=O)C(NS(=O)(=O)c2ccc3c(c2)CCN3C(C)=O)C(C)C)cc1 (stereo unspecified)	3.8%
108	COc1ccc(-c2cc(C(F)(F)F)n3nc(C(=O)Nc4sc5c(c4C#N)CCC(C)C5)cc3n2)cc1OC (stereo unspecified)	-1.1%
109	O=C(NCc1cccs1)c1ccc(CSc2nc3ccncc3n2Cc2ccccc2F)cc1	0.0%
110	CCn1c(=O)c2sccc2n2c(CCCC(=O)N3CCN(c4cc(C)ccc4C)CC3)nnc12	8.5%
